# GPR55 activation: selective activators of receptor GPR55 – imaging, U2OS cells, beta-arrestin-GFP redistribution, primary screen (AID 1961); activation, % at 10 µM, or EC50 in µM where a hit was titrated; U2OS GPR55 beta-arrestin-GFP redistribution imaging; higher % means a stronger effect; 290,000 tested, 0.048% active;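 active means activation above 40% with more than 50 cells counted in the well; inconclusive means wells holding fewer than 50 cells, flagged as toxic or sparse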;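 further: U2OS osteosarcoma cells stably expressing GPR55 and beta-arrestin-GFP; plate controls were DMSO negative control for no effect and LPI positive control for full effect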
# NOD1 inhibition: inhibition of NOD1-driven NF-kB reporter – cell-based, luminescence, uHTS, primary screen (AID 1578); NOD1-driven NF-kB luciferase reporter cells, luminescence; higher % means a stronger effect; inhibition, % at 4 µM, or EC50 in µM where a hit was titrated; 290,000 tested, 1% active; in the data active means inhibition mostly above about 36%, no sharp cut-off; inactive means mostly below about 34%;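 further: HEK-293T reporter cells stimulated with the NOD1 agonist gamma-tri-DAP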
# HIV peptide binding: cell-free HIV fusion peptide-binding blockers – biochemical, uHTS, fluorescence dequenching, primary screen (AID 1986). cell-free peptide binding, fluorescence dequenching, 30 min; higher % means a stronger effect. inhibition, % at 20 µM; hits with a dose series show IC50 in µM. 290,000 tested, 0.3% active; in the data active means inhibition mostly above about 52%, no sharp cut-off; inactive means mostly below about 76%; further: some results filed as inactive read as strong as hits
# HEK293 NOD2/NF-kB: inhibition of NOD2-driven NF-kB reporter – cell-based, luminescence, uHTS, HEK293 (AID 1566). one-dose inhibition, % at 4 µM; EC50 in µM for titrated hits. HEK293 NOD2/NF-kB luciferase reporter, luminescence; higher % means a stronger effect. 290,000 tested, 0.63% active; further: many of its hits are not listed in these tables
# KOR beta-arrestin-1: kappa opioid receptor blockers – cell-based, luminescence, uHTS (AID 1778) | inhibition, % at 10 µM, or IC50 in µM where a hit was titrated | KOR beta-arrestin recruitment, luminescence, antagonist mode; higher % means a stronger effect | 290,000 tested, 0.091% active; further: strong numbers were not always called active
# SV40 large T antigen: TAg ATPase/helicase activity blockers – biochemical (AID 1903); SV40 large T antigen ATPase/helicase inhibition assay; higher % means a stronger effect; inhibition, % at 20 µM; hits with a dose series show IC50 in µM; 310,000 tested, 0.39% active; in the data active means a potency from the dose series; inconclusive means inhibition mostly from about 32% at the one dose, without a potency; inactive means the rest, 99 in 100 with inhibition below about 32%; further: strong numbers were not always called active
# Rac1 GTP hydrolysis: MgcRacGAP GTPase-activating activity inhibitors, confirmation, biochemical, ADP Hunter fluorescence. AID 624330. MgcRacGAP-stimulated Rac1 GTP hydrolysis, ADP Hunter fluorescence; higher % means a stronger effect; GST-tagged Rac1 F28L mutant substrate. 340,000 tested, 0.6% active. inhibition, % at 30 µM, or IC50 in µM where a hit was titrated;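 active means first-screen hits whose inhibition reached a set limit at any dose in the follow-up dose series; inconclusive means inhibition above the set first-screen limit but never retested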;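 further: fluorescence reports GDP produced by GAP-driven GTP hydrolysis; strong numbers were not always called active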
# GPR55 antagonists: inhibition of LPI-stimulated GPR55 beta-arrestin translocation – imaging, U2OS, beta-arrestin-GFP, LPI agonist, primary screen (AID 2013); U2OS GPR55 beta-arrestin-GFP translocation imaging, LPI antagonism; higher % means a stronger effect; inhibition, % at 10 µM, or IC50 in µM where a hit was titrated; 290,000 tested, 0.13% active;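 active means spots per cell inhibited over 60%, with over 100 cells counted and total cytoplasm intensity under 500,000; inconclusive means wells with under 100 cells, flagged as likely toxic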;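 further: U2OS cells stably carrying GPR55 and arrestin-GFP stimulated by 5 µM LPI near EC80; imaged beta-arrestin-GFP aggregate spots per cell after agonist stimulation; plate controls were LPI-stimulated DMSO wells for no effect and DMSO wells without LPI for full effect; some results filed as inactive read as strong as hits; confirmed hits need IC50 under 10 µM and bright autofluorescent wells are also inconclusive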
# KOR beta-arrestin-2: KOR agonists, beta-arrestin recruitment, primary screen, cell-based, luminescence, uHTS (AID 1777). KOR beta-arrestin recruitment, luminescence; higher % means a stronger effect. one-dose activation, % at 10 µM; EC50 in µM for titrated hits. 280,000 tested, 0.02% active; in the data active means activation above about 50%, passing the limit was not always enough; further: a part of the inactive calls stands beside numbers as strong as those of hits
# An asterisk follows results filed as active; ? = inconclusive; . = not tested or not shown; [ ] = dose if it differs, or a comment. Unless noted, no stated cut-off is given here; in the data, active means inhibition above about 50%; inactive means the rest. This is a subset; the hit share may differ from the screen's.
SMILES,GPR55 activation,NOD1 inhibition,HIV peptide binding,HEK293 NOD2/NF-kB,KOR beta-arrestin-1,SV40 large T antigen,Rac1 GTP hydrolysis,GPR55 antagonists,KOR beta-arrestin-2
O=[N+]([O-])c1ccc(N2CCOCC2)cc1N1CCCCC1,-0.3%,-22%,-1.4%,8%,-6%,4%,-1%,-2%,-0.1%
O=C(NCc1cccc(Cl)c1)c1cnccn1,-0.4%,-7%,6.7%,-15%,13%,5%,9%,0%,2.5%
O=c1c(N2CCOCC2)coc2ccccc12,-0.3%,7%,-1.8%,-12%,-10%,5%,1%,8%,-4.5%
O=C(c1c(F)cccc1F)N(C1CCCCC1)C1CCCCC1,-0.1%,9%,-0.1%,16%,10%,-6%,10%,-3%,-0.5%
CCOC(=O)CN1C(=O)S/C(=C/c2cccc([N+](=O)[O-])c2O)C1=O,0.0%,-11%,5.1%,15%,19%,25%,9%,3%,-9.9%
O=C1C=C(NC2CC2)C2(CCCCC2)O1,-0.2%,-37%,-0.7%,-5%,10%,6%,2%,7%,-2.5%
CCN1C(=O)/C(=C2/C=CC=CN2C)OC1=S,-0.2%,-13%,-1.1%,0%,21%,9%,-2%,-4%,-1.5%
CC1(C)CC(CC(=O)O)(c2ccc(F)cc2)CCO1 (stereo not drawn),0.2%,10%,-2.2%,10%,-17%,3%,6%,0%,-1.3%
Cc1onc(-c2ccccc2)c1C(=O)NCc1ccccc1F,0.0%,-32%,0.2%,-8%,-26%,4%,3%,-7%,1.9%
OCC1(CO)COC(CCc2ccccc2)=N1,-0.4%,-26%,-0.7%,11%,-49%[20 µM],9%,11%,-2%,-4.9%
CCOc1ccc(NC(=O)CC(NCc2ccccn2)C(=O)O)cc1 (stereo not drawn),-1.2%,-3%,0.9%,8%,14%,24%,7%,5%,0.8%
Cc1occc1C(=O)Nc1c(F)c(F)c(F)c(F)c1F,-0.1%,8%,1.6%,-2%,-33%,.,7%,-22%,2.7%
CCOC(=O)C1CCCN(Cc2ccc(OCC)cc2)C1 (stereo not drawn),0.2%,0%,0.1%,-3%,-44%,1%,17%,1%,0.9%
O=C(NCc1ccccn1)c1c(Cl)cccc1Cl,-0.2%,-21%,0.7%,12%,-2%,-4%,5%,2%,-5.0%
CCOc1ccc(NC(=NCc2ccc3c(c2)OCO3)SC2CC(=O)N(c3ccccc3)C2=O)cc1 (stereo not drawn),0.3%,-23%,1.4%,7%,3%,14%,8%,-2%,-4.6%
Cc1cccc(CCNC(=O)CCc2nc(-c3ccccc3F)no2)c1,0.2%,-1%,0.2%,16%,15%,6%,1%,8%,-1.4%
C=CCn1c(=N)n(CC(=O)c2ccc(Cl)cc2)c2ccccc21,-0.1%,-6%,-0.2%,15%,15%,9%,3%,15%,-2.2%
CCOC(=O)C1CCN(S(=O)(=O)Cc2ccc(Cl)cc2)CC1,-0.2%,-19%,-0.3%,7%,12%,3%,4%,-8%,-1.8%
Cc1cc(C)cc(C(=O)/C=C2\NC(=O)CS2)c1,-0.2%,5%,-0.1%,-1%,11%,5%,-1%,0%,-7.9%
Cc1cccnc1Sc1c([N+](=O)[O-])ncn1C,-0.4%,-17%,0.5%,-12%,12%,6%,11%,4%,-1.1%
COc1cccc(CNc2nnnn2C)c1,-0.1%,-3%,-0.4%,2%,-2%[20 µM],5%,7%,12%,-2.4%
CCc1ccc(C2=Nn3c(nnc3-c3cccs3)SC2)cc1,0.3%,23%,-0.5%,7%,-15%,4%,8%,8%,0.9%
COc1cccc(N2C(=O)CC(Nc3ccc(N4CCOCC4)cc3)C2=O)c1 (stereo not drawn),-0.1%,2%,5.4%,6%,7%,4%,20%,15%,-1.1%
COc1cccc(CN2CCN(C(=O)c3cccs3)CC2)c1OC,-0.2%,6%,0.4%,-5%,-3%,11%,14%,15%,1.9%
CC#CCCCC(=O)Nc1cc(OC)nc(OC)n1,0.3%,10%,0.2%,15%,6%,22%,10%,-14%,4.1%
COC(=O)c1c(/N=C/NOCc2ccc(Cl)cc2)sc2c1CCN(c1ncc(C(F)(F)F)cc1Cl)C2,-0.1%,16%,-1.7%,2%,.,7%,3%,15%,-8.5%
C/C(=N\Nc1ccccn1)c1ccc(N2CCOCC2)cc1,-0.2%,-59%,-1.7%,-40%,-16%,32%,?,-13%,-5.6%
CC(C)C[C@H](NC(=O)c1[nH]cnc1C(=O)N[C@@H](C)c1ccccc1)C(=O)OCc1ccccc1,0.4%,18%,2.5%,14%,-15%,12%,8%,7%,2.1%
CCC(=O)Nc1nc(C)c(-c2csc(Nc3cccc(C(=O)O)c3)n2)s1,-0.4%,-17%,7.6%,10%,-16%,?,11%,12%,-4.2%
COc1ccc(-c2onc(C)c2C)cc1S(=O)(=O)NCCc1ccco1,0.2%,2%,0.8%,24%,-3%,9%,9%,-7%,-5.2%
O=C1OCCC1Sc1nnc(-c2ccc(F)cc2)n1Cc1ccccc1 (stereo not drawn),0.1%,-11%,-0.2%,20%,.,7%,12%,8%,-2.6%
COc1cc(OC)nc(Oc2cc(/C=N/O)ccc2OC)n1,-0.4%,29%,-2.4%,12%,-3%,4%,5%,6%,-5.7%
COc1ccc(S(=O)(=O)N2CCOCC2)cc1NC(=O)COC(=O)C1CC2CCCC(C1)C2=O (stereo not drawn),-0.1%,-25%,-1.1%,-2%,30%,3%,7%,10%,0.1%
Cc1ccc(-n2c(SCC(=O)Nc3ccc4c(c3)OCCO4)nnc2-c2ccco2)cc1,-0.1%,-5%,2.4%,19%,-15%,26%,6%,14%,9.6%
Cc1ccc(CNC(=O)C(=O)c2cn(CC(=O)N3CCOCC3)c3ccccc23)cc1,-0.1%,-39%,2.8%,-10%,8%,11%,5%,13%,-1.3%
COc1ccc(-c2cc(-c3cc(OC)ccc3O)[nH]n2)cc1,-0.1%,-57%,-0.3%,-123%,-40%,9%,15%,-12%,-5.2%
CC(=O)OCC(=O)Nc1cc(S(=O)(=O)N2CCCCCC2)ccc1Cl,-0.2%,-22%,-1.4%,9%,3%,9%,11%,8%,-3.9%
CSC1=C(C#N)C2(CCCC2)C(C#N)=C(N)N1,-0.3%,6%,2.0%,20%,5%,.,.,-4%,5.2%
O=C(CP(=O)(c1ccccc1)c1ccccc1)Nc1cccc(CP(=O)(c2ccccc2)c2ccccc2)c1,0.0%,7%,0.1%,-84%,28%,7%,4%,7%,-0.5%
CN1/C(=C\C(=O)c2cccs2)C(C)(C)c2ccccc21,0.4%,-22%,3.3%,10%,4%,5%,0%,10%,6.5%
CCn1c(COc2cccc(C)c2)nnc1SCC(=O)N1CCCC1,-0.3%,-5%,0.8%,-5%,-41%,6%,3%,0%,-10%
CN(C(=O)CSc1nnc(Nc2ccccc2)s1)c1c(N)n(Cc2ccccc2)c(=O)[nH]c1=O,0.0%,-14%,0.6%,4%,7%,7%,2%,-8%,1.6%
O=C(CSc1ncnc2ccccc12)Nc1cccc(S(=O)(=O)N2CCOCC2)c1,0.0%,-6%,0.2%,6%,-14%,2%,8%,-2%,6.9%
Clc1ccc(Cn2ncc3c(N4CCCCC4)ncnc32)c(Cl)c1,-0.2%,-7%,-1.2%,-16%,-20%,24%,7%,-4%,5.1%
COc1ccc(C)cc1NC(=O)NNS(=O)(=O)c1ccc(NC(C)=O)cc1,-0.1%,-48%,0.4%,-16%,-12%,2%,11%,3%,3.0%
Cc1cccc(NC(=O)NCCc2ccc(Cl)cc2)c1,-0.1%,-18%,2.1%,6%,-23%[20 µM],24%,0%,0%,-3.7%
Cc1ccccc1Cn1cc(NC(=O)c2cc(C3CC3)on2)cn1,-0.1%,-17%,-0.5%,-112%,.,10%,15%,12%,0.3%
O=C(CN1C(=O)CC(c2ccco2)Sc2ccccc21)Nc1ccc2c(c1)OCCO2 (stereo not drawn),-0.1%,-16%,0.9%,-12%,18%,9%,19%,-5%,3.9%
O=c1[nH]ncn1-c1cccc(C(F)(F)F)c1,-0.2%,9%,-1.0%,-1%,-19%,-1%,2%,-13%,-1.7%
Cc1nc(SCC(=O)c2ccccc2)c(C#N)c(-c2ccco2)c1C(=O)NCc1ccco1,-0.2%,-35%,25%,0%,3%,12%,17%,10%,9.4%

# Additional records follow.
SMILES,GPR55 activation,NOD1 inhibition,HIV peptide binding,HEK293 NOD2/NF-kB,KOR beta-arrestin-1,SV40 large T antigen,Rac1 GTP hydrolysis,GPR55 antagonists,KOR beta-arrestin-2
C#CC[N+](C)(C)CCCCCCCCCC,0.2%,21%,0.0%,14%,10%,4%,-2%,8%,-5.7%
Cc1c(NC(=O)C(C)NCC2CCCO2)c(=O)n(-c2ccccc2)n1C (stereo not drawn),0.7%,8%,6.4%,15%,-12%,3%,2%,3%,1.0%
CCOC(=O)c1sc(-c2ccccc2)cc1NC(=O)c1ccc(S(=O)(=O)N(CCOC)CCOC)cc1,-0.2%,33%,8.8%,7%,-36%,9%,2%,6%,10%
CCc1ccccc1Nc1nc2ccccc2n1CC,-0.1%,-12%,-1.0%,5%,-26%,10%,3%,0%,-2.8%
CCOC(=O)c1oc2nc(CC(C)C)c3c(c2c1N)CCCC3,-0.6%,-4%,-1.5%,-6%,-30%,12%,7%,-12%,-0.2%
Cc1c(C(=O)N(C)CCn2ccnc2C)oc2c(F)cccc12,-0.1%,-16%,1.1%,18%,-3%[20 µM],7%,11%,11%,4.4%
COc1ccccc1C(=O)N(Cc1cccs1)C1CCS(=O)(=O)C1 (stereo not drawn),0.6%,9%,-0.7%,17%,-5%,4%,1%,17%,0.7%
O=C(Oc1ccc2ccc(O)cc2c1)c1ccccc1Cl,-0.1%,-41%,0.1%,-3%,-2%[20 µM],26%,19%,6%,0.7%
O=C(Nc1nc2ccccc2[nH]1)C1CC(=O)N(c2ccc3c(c2)OCCO3)C1 (stereo not drawn),0.0%,16%,-1.7%,17%,-11%,5%,11%,13%,-2.9%
Cn1c(NC(=O)c2ccc(Cl)cc2Cl)cc(=O)n(C)c1=O,0.3%,10%,-0.3%,1%,-36%,-1%,10%,6%,1.7%
COc1cc(Cl)c(C)cc1Nc1ncccn1,0.8%,-30%,-1.5%,18%,-55%,6%,-1%,4%,-4.5%
CC(C)n1cnc2c(oc3ccccc32)c1=O,0.4%,-9%,-1.4%,-13%,31%,4%,7%,2%,-6.5%
Nc1nnnn1/N=C/c1ccccc1OCc1ccc(Cl)cc1Cl,-0.1%,10%,6.9%,11%,-24%,11%,1%,24%,5.0%
CC(NC(=O)C1CCCO1)c1ccccc1 (stereo not drawn),0.2%,-8%,-2.3%,4%,-17%,2%,-6%,5%,2.0%

# Screening data: PubChem, several laboratories
